# From PubChem
# Polio RdRp inh = inhibitors of poliovirus RNA polymerase binding and polymerization. % elongation, % (compound at 16.7 µg/mL). actives 0.66% (n = 150,000). poliovirus polymerase elongation, fluorescence polarization; stronger effect = lower value. AID 588519; in the data active = % elongation below about 90%; note: some results filed as inactive read as strong as hits
# Target sequence (P03300 1749-2209 limits assumed): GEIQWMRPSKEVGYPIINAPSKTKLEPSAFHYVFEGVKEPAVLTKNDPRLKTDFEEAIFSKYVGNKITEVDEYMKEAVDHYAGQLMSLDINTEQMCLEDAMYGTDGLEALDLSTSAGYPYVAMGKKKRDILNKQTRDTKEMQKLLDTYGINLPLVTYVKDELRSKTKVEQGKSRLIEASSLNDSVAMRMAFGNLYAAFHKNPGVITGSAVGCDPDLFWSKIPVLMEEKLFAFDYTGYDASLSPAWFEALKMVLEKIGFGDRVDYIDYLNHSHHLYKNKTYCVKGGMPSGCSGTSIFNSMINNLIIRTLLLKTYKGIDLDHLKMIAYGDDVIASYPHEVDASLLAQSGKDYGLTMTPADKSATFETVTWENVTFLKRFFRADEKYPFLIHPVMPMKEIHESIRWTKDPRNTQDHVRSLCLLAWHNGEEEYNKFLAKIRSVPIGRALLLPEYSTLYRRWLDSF
# Polio RdRp inh FP z-score = recorded beside Polio RdRp inh, whose call it bears; z-score; measured here: FP z-score; hits read low
# * hit, by the source's call. Only part of the results is shown (hit frequency here may not be typical).
SMILES,Polio RdRp inh,Polio RdRp inh FP z-score
Cc1cc(C)n(-c2cc(=O)[nH]c(=O)[nH]2)n1,102,0.2
CCC1=NC(C(F)(F)F)(C(F)(F)F)C2=C(CC(C)(C)CC2=O)N1Cc1ccccc1,101,-0.2
O=c1cc(CSc2nc3ncccc3[nH]2)nc2ccccn12,102,0.2
O=C(Nc1ccc(Cl)cc1)c1ccc(CSC2=NCCS2)cc1,101,0
Cc1ccccc1Cn1c(CN2CCC(C(=O)NCc3ccc(Cl)cc3)CC2)cc2ccccc21,111,1.1
NC(=O)c1cc[n+](CC2=C(C(=O)O)N3C(=O)[C@@H](NC(=O)[C@@H](c4ccccc4)S(=O)(=O)[O-])[C@H]3SC2)cc1,99,-0.2
Cc1cc(C)n(-c2nc3ccccc3nc2Nc2ccc(Cl)c(Cl)c2)n1,99,-1.8
Cn1cnc(S(=O)(=O)N2CCC(C(=O)Nc3ccc(Cl)c(C(F)(F)F)c3)CC2)c1,113,1.6
CCc1ccc(Nc2nc(N)nc(C(F)(F)F)n2)cc1,99,-1.2
COc1ccc(NC(=O)CCc2nnc3n(Cc4ccccc4Cl)c(=O)c4ccccc4n23)cc1,106,0.6
COC(=S)Nc1cccc(Cl)c1,99,-0.3
COc1cccc(C2CC(=O)Nc3c2c(=O)n(C)c2nc4ccccc4n32)c1OC (configuration not stated),101,-1
Cc1nonc1CSCC(=O)O,101,-0.4
CN1CCN(Cc2cc(=O)n3ccsc3n2)CC1,102,0.4
COC(=O)C(CCSC)NC(=O)c1c(C)oc2ncn(CC(C)C)c(=O)c12 (configuration not stated),107,-0.1
Cn1cc(CCC(=O)NCCCc2ccccc2)c2ccccc21,104,0.3
COc1ccc(OC)c(NC(=O)c2c(NCc3sccc3C)sc3c2CCCCC3)c1,105,0.1
CSCCC1C2=C(CC(C)(C)CC2=O)Nc2c1c(C)nn2-c1nc2ccccc2s1 (configuration not stated),91,-1.1
Cn1c(CC(N)=S)nc2ccccc21,113,1.3
CSC(=C(C#N)C#N)N1CCOCC1,101,-0.1
NNC(=O)c1cc2ncc(C(F)(F)F)cc2s1,101,-0.2
COC(=O)Nc1ccc2c(c1)CCCN2S(=O)(=O)c1ccc(C)cc1,106,0.3
COCCn1c(O)c(/C(C)=N/c2sc3c(c2C#N)CCC3)c(=O)[nH]c1=S,138,3.9
CCSC1=NCCN1C(=O)c1ccc2c(c1)OCO2,103,1
Cc1ccc(/C=C2\CC(C)CC3=C2NC(=S)NC3c2ccc(C)cc2)cc1 (configuration not stated),102,0.2
# Next part
SMILES,Polio RdRp inh,Polio RdRp inh FP z-score
Cc1noc(C)c1COc1ccc(C(=O)OCC(=O)N2CC(=O)Nc3ccccc32)cc1,103,0.1
Cc1cc(N(C(=O)c2cc3c(s2)CCC3)C(=O)c2cc3c(s2)CCC3)no1,101,-0.2
CCCNC(=O)C12CC3CC(CC(C3)C1)C2,103,0.6
CC(=O)N/C(=C\c1ccccc1)C(=O)O,97,-0.4
CCOc1cc(C(=O)NC(=S)Nc2cccc(-c3ccc(CO)o3)c2)cc(OCC)c1OCC,101,0.1
Clc1ccc(-c2nnc(-c3ccc(Cl)cc3)o2)cc1,107,0.7
CCC(=O)Nc1ccccc1N1CCCC1,97,-1.2
O=C(NC(=S)N1CCCCC1)c1ccccc1,99,-0.6
C=C1CC2(C)C(=CC1=O)CCC1C2CCC2(C)C(OC(=O)OCC)CCC12 (configuration not stated),103,-0.2
Cc1ccc(N2N=NC3CCC(C4=CCCC4)C32N2CCOCC2)cc1C (configuration not stated),105,0.4
COc1ccc(-c2csc3ncnc(NCCO)c23)cc1,104,0
O=C(CC1CCCCC1)NCc1cn2ccsc2n1,101,-1.1
CCN(CC)c1nc(N)c2c(N)n(-c3ccccc3C)c(=S)c(C#N)c2c1C#N,107,0.5
CC(C)S(=O)(=O)c1csc(C(=O)N/N=C/C(C)(C)C)c1-n1cccc1,107,1.5
CC(Nc1nc(Nc2ccc(F)cc2)nc(SCC(=O)Nc2ccc(F)cc2)n1)c1ccccc1 (configuration not stated),102,0.2
CN1CCN(C(=O)CN2C(=O)/C(=C/c3ccccc3)Sc3ccccc32)CC1,100,-0.2
O=C(/C=C/c1ccccc1)N(c1ccccn1)C1CCCCC1,101,0.2
COCCNC(=S)c1ccc(N(C)C)cc1,101,0.2
Cc1cc(-c2ccc(C)c(S(=O)(=O)N(C(C)C)C3CCCCC3)c2)on1,106,-0.1
Cc1c(Cl)cccc1NC(=O)CC(NCCN1CCOCC1)C(=O)O (configuration not stated),100,-0.4
O=C(COc1ccccc1)NCc1nc2ccccc2[nH]1,102,0.1
Cc1ccc(N2CCN(C(=O)NCc3noc4ccc(C)cc34)CC2)c(C)c1,111,0.6
O=C(NC1CC1)c1ccc2c(c1)N(Cc1ccccc1)C(=O)CS2=O (configuration not stated),102,1.2
Cc1nc2c(-c3ccccc3)c(C)nn2c(C)c1CC(=O)NC(C)CCc1ccco1 (configuration not stated),101,-0.5
O=C(CC1CCCCC1)N1CCOCC1,105,1.8
# Remaining list, next part:
SMILES,Polio RdRp inh,Polio RdRp inh FP z-score
Cc1cccc2cc(CN(C(=O)C3CC3)C3CCCC3)c3nnnn3c12,103,0.2
COC(=O)c1c(C)nc(C)c2c(=O)oc3ccccc3c12,106,0.3
CC(=O)SC1CC(=O)N(c2ccc(C(C)(C)C)cc2)C1=O (configuration not stated),97,-0.8
CCOC(=O)c1ncoc1-c1ccc(Cl)cc1Cl,105,0.3
Cc1nsc(N)c1C(=O)OCc1ccc(C#N)cc1,103,0
O=C(COC(=O)c1ccccn1)NC12CC3CC(CC(C3)C1)C2,103,0.6
CCOc1ccc2nc(-n3c(C)ccc3C)sc2c1,99,-0.7
CC(C)C(NC(=O)c1c(F)cccc1F)C(=O)N1CCN(S(=O)(=O)c2ccc(F)cc2)CC1 (configuration not stated),96,-0.5
Cc1cc(C)nc(SCC(=O)OCC(=O)N2CCN(c3ccccc3)CC2)n1,100,-0.4
FC(F)(F)c1cnc(SCc2ncc(-c3ccccc3)o2)c(Cl)c1,106,0.6
Fc1ccccc1C1N(Cc2ccccc2)CCCN1Cc1ccccc1,104,0.8
CCOC(=O)/C=C1\SCC(=O)N1CC(=O)Nc1cc(C(F)(F)F)ccc1N1CCOCC1,112,1.2
COC(=O)c1cc(C#N)c(SCC#N)nc1C(OC)OC,106,0.5
CCn1c(COC(=O)/C=C/c2ccc(Br)o2)nc2cc(S(=O)(=O)N(C)C)ccc21,108,0.9
Cc1ccccc1OCc1nc2ccccc2c(=O)n1N,100,0.1
CCCn1c(=O)c2ccccc2n2c(SCC(=O)/C(C#N)=C(\C)N)nnc12,103,-0.1
COc1cccc(CNC(=O)c2ccc(CS(=O)Cc3ccc(Cl)cc3)o2)c1 (configuration not stated),109,0.5
CC1c2nc3ccccc3n2C(CC(=O)NC2CC2)C(=O)N1Cc1ccccc1 (configuration not stated),101,0.1
CCOc1ccccc1NC(=O)c1c(NC(=O)c2ccncc2)sc2c1CCC(C(C)(C)C)C2 (configuration not stated),98,-2
CC1CC(C)CN(CCC(=O)Nc2ccccc2)C1 (configuration not stated),106,0.3
O=C1CCC(C(=O)O)NC(=O)N1 (configuration not stated),103,0.4
O=C(c1cnn(S(=O)(=O)c2ccccc2)c1)c1cc(Cl)ccc1O,101,-0.3
CCCCn1c(SCC(=O)NC(=O)NC2CCCC2)nc2ccccc2c1=O,94,-1.3
CC1CCCCN1C(=O)CSc1n[nH]c(-c2ccccc2)n1 (configuration not stated),115,1.5
Cc1nn(-c2ccccc2)cc1/C=N/n1c(-c2ccncc2)n[nH]c1=S,103,0.4

# Arranged by count of non-hydrogen atoms (ascending): part of the list above.
SMILES,Polio RdRp inh,Polio RdRp inh FP z-score
COC(=S)Nc1cccc(Cl)c1,99,-0.3
CSC(=C(C#N)C#N)N1CCOCC1,101,-0.1
CC(=O)N/C(=C\c1ccccc1)C(=O)O,97,-0.4
COCCNC(=S)c1ccc(N(C)C)cc1,101,0.2
CC1CC(C)CN(CCC(=O)Nc2ccccc2)C1 (configuration not stated),106,0.3
CCc1ccc(Nc2nc(N)nc(C(F)(F)F)n2)cc1,99,-1.2
COC(=O)c1cc(C#N)c(SCC#N)nc1C(OC)OC,106,0.5
O=C(/C=C/c1ccccc1)N(c1ccccn1)C1CCCCC1,101,0.2
Cn1cc(CCC(=O)NCCCc2ccccc2)c2ccccc21,104,0.3
O=C(NC1CC1)c1ccc2c(c1)N(Cc1ccccc1)C(=O)CS2=O (configuration not stated),102,1.2
Cc1nn(-c2ccccc2)cc1/C=N/n1c(-c2ccncc2)n[nH]c1=S,103,0.4
Cc1ccc(N2N=NC3CCC(C4=CCCC4)C32N2CCOCC2)cc1C (configuration not stated),105,0.4
Cc1ccc(N2CCN(C(=O)NCc3noc4ccc(C)cc34)CC2)c(C)c1,111,0.6
Cn1cnc(S(=O)(=O)N2CCC(C(=O)Nc3ccc(Cl)c(C(F)(F)F)c3)CC2)c1,113,1.6
COc1cccc(C2CC(=O)Nc3c2c(=O)n(C)c2nc4ccccc4n32)c1OC (configuration not stated),101,-1
CCOC(=O)/C=C1\SCC(=O)N1CC(=O)Nc1cc(C(F)(F)F)ccc1N1CCOCC1,112,1.2
CCOc1cc(C(=O)NC(=S)Nc2cccc(-c3ccc(CO)o3)c2)cc(OCC)c1OCC,101,0.1
Cc1ccccc1Cn1c(CN2CCC(C(=O)NCc3ccc(Cl)cc3)CC2)cc2ccccc21,111,1.1
NC(=O)c1cc[n+](CC2=C(C(=O)O)N3C(=O)[C@@H](NC(=O)[C@@H](c4ccccc4)S(=O)(=O)[O-])[C@H]3SC2)cc1,99,-0.2

# Going on with the list:
SMILES,Polio RdRp inh,Polio RdRp inh FP z-score
CCCn1c(SCC(=O)N2N=C(c3ccccc3)CC2c2ccc(OC)cc2)n[nH]c1=O (configuration not stated),106,0.6
O/N=C(/Cc1ccc2ccccc2n1)c1ccccc1,102,0.4
CN(C(=O)COC(=O)C1(c2ccc(Cl)cc2)CC1)C1CCS(=O)(=O)C1 (configuration not stated),103,0.2
CCOC(=O)c1ccc(-n2c(C)cc(C=NCc3cn4ccsc4n3)c2C)cc1,103,0
CCCCn1c(O)c(C#N)c(C)cc1=O,105,0.3
COCCCN=CC1=C(O)CC(C)(C)CC1=O,102,-0.1
CCc1c(O)n2c(nc3ccccc32)[nH]c1=O,123,8.4
CS(=O)(=O)Nc1ccccc1-c1nc2ccccc2[nH]c1=O,101,-0.3
C=CCn1c(SCc2ccc(Cl)cc2)nc2cc(C(=O)N3CCC(C(N)=O)CC3)ccc2c1=O,100,-0.6
Cc1ccc2oc(=O)n(CCNC(=O)Nc3ccc(Cl)cc3)c2c1,105,-0.4
CSc1n[nH]c(=O)c2cc(C)nn12,109,1.1
O=C(Cc1ccccc1)Nc1nc2ccccc2[nH]1,104,0.1
O=c1c2c(nc3nc(NCc4cccs4)[nH]n13)CCCC2,104,1.3
COc1cc2[nH]c(=S)nc(NCCc3ccc(S(N)(=O)=O)cc3)c2cc1OC,100,0
NCCSc1ncc(-c2ccc(Cl)cc2)[nH]1,98,-1.5
Cc1ccc(CNC(=O)COc2nc3ccccc3nc2N2CCOCC2)cc1,99,-0.5
CC(=O)NC(C)C1COc2ccccc2O1 (configuration not stated),100,-0.6
Cc1cccc(C)c1Nc1sc(C(=O)c2ccccc2)c(N)c1S(=O)(=O)c1ccccc1,112,1
CCOc1ccc(NC(=S)N2CCSC2c2ccc(C#CC(C)(C)O)s2)cc1 (configuration not stated),105,0.1
CNc1ncnc2c1ncn2[C@@H]1O[C@H](CO)[C@@H](O)[C@H]1O,99,0
Cc1ccc(Cl)cc1N1CCN(C(=O)c2ccc3nc(N4CCC(C)CC4)sc3c2)CC1,106,-0.3
O=c1oc2cc(Br)ccc2n1CO,104,0.7
COc1ccccc1NC(=O)c1ccc2c(Cl)c3c(nc2c1)CCCC3,109,0.6
CCOc1ccccc1C(=O)Nc1ccc(-n2nncc2-c2ccccc2)cc1,103,-1
CS(=O)(=O)c1ncc(N(Cc2ccco2)Cc2cccs2)c(C(=O)Nc2ccccc2F)n1,107,0
# Other records follow:
SMILES,Polio RdRp inh,Polio RdRp inh FP z-score
Cc1nn(CC(=O)NC2CCCC(C)C2C)c(=O)c2cc3cc(F)ccc3n12 (configuration not stated),103,0.5
COC(=O)CCCCCn1c(-c2ccccc2)cn2c3c(=O)n(C)c(=O)n(C)c3nc12,108,0.7
Cc1ccc(Cn2ccsc2=NC(=O)C2(C#N)CCCC2)cc1,108,0.5
O=C(CN1C(=O)c2cccnc2Oc2ccc(Cl)cc21)NCCc1ccccc1,108,0.5
CCOC(=O)c1cc2c(=O)n3ccccc3nc2n(CC2CCCO2)c1=NC(=O)c1ccc(OC)cc1OC (configuration not stated),100,-1.6
CN(C1CCCCC1)S(=O)(=O)N1CCCC(C(=O)NCc2cccc(Br)c2)C1 (configuration not stated),102,0.4
COC(=O)C1=C(C)NC(C)=C(C(=O)OCCCN2CCC(c3ccccc3)(c3ccccc3)CC2)C1c1cccc([N+](=O)[O-])c1 (configuration not stated),100,-0.1
COc1ccc2nc(C)cc(Nc3ccccc3)c2c1,99,-0.5
O=C(COCc1cc(-c2cccs2)on1)NC1CCCc2ccccc21 (configuration not stated),101,0
CC1CN(C(N)=S)N(c2ccccc2)C1 (configuration not stated),103,0.8
Cc1cccc(NC(=O)C2CCC(CNS(=O)(=O)c3ccc(Br)s3)CC2)c1 (configuration not stated),103,-1.6
O=C(COc1ccc(-c2ccccc2)cc1)N1CCCC1,102,0
O=C(Cc1coc2cc(O)ccc12)OCc1ccccc1C(F)(F)F,100,-0.3
C=CCC(O)(c1ccc(O)cc1)C(CN1CCCCC1)c1ccccc1 (configuration not stated),101,-0.4
Cc1ccsc1/C=N/N1CCOCC1,100,-0.2
COc1cccc(OCC(=O)NCC2CCCO2)c1 (configuration not stated),102,-0.2
CC1N(C)c2ccc(C=C(C#N)C#N)cc2C1(C)C (configuration not stated),44,-4.7
O=C(O)CCC(=O)OCc1ccccc1,104,0.1
CCN(CC)S(=O)(=O)c1ccc(NC(=O)Cc2ccc3c(c2)OCCO3)cc1,103,0.1
O=Nc1c(O)[nH]c2cc3c(cc12)OCCO3,86*,-3.1*
COCCCN=C1NC(=O)C(CC(=O)Nc2ccc(Cl)cc2)S1 (configuration not stated),100,-0.3
Cc1ccc(S(=O)(=O)c2nc(-c3ccc(Cl)cc3)oc2N2CCCCCC2)cc1,101,-1
CCCNC(=O)c1ccccc1Br,103,0
O=C(NCCCn1ccnc1)c1ccccc1Cl,100,-0.2
CN1CCN(c2nc3c(S(=O)(=O)c4ccccc4)nnn3c3ccsc23)CC1,112,0.8
